Source: PubChem
eIF2B yeast act: eIF2B (yeast) activity modulation; S. cerevisiae eIF2B-epsilon R284H, GCN4-lacZ luminescence; inhibition, % at 25 µM (by protocol); hit rate 0.91% among 27,000; AID 688;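 active = mutant luminescence inhibited past about 50% while wild type luminescence and mutant growth stay under set limits, limit read from the data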; also: some compounds called inactive have numbers as strong as hits
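System: Yeast eIF2B-epsilon R284H mutant carrying GCN4–beta-galactosidase fusion | Read-out basis: Percent inhibition, luminescence and growth | Compound: 25 µM single dose | Times: 16 h at 30 °C exposure | Measured by: Luminescence and A595 | Buffer or medium: YPD medium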
Yeast growth tox: Compounds toxic to wild-type S. cerevisiae growth | growth inhibition, % at 25 µM (by protocol) | AID 685 | hit rate 0.3% among 30,000 | A595 turbidity, 16 h;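 active = mutant and wild-type yeast strains alike exhibit over 30% growth inhibition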;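 also: 0% = untreated cell controls and 100% = YPD media blanks without cells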
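Schedule: 16 h growth with compound, 30 °C. System: yeast, wild-type or eIF2Bepsilon-R284H mutant. Doses: one dose, 25 µM compound[…]. Buffer or medium: YPD. Signal: turbidity measured as absorbance at 595 nm. Read-out basis: growth inhibition (%) versus cell controls and blanks.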
Yeast growth tox inhibition %: further read-out of Yeast growth tox, marked with its call; growth inhibition, %; S. cerevisiae eIF2Bepsilon-R284H mutant growth, A595 turbidity, 16 h;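 each compound tested once at 25 µM; 0% equals untreated cells and 100% equals cell-free medium blanks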
eIF2B yeast act mutant toxicity: also measured in eIF2B yeast act; calls as there; growth inhibition, %; measured here: mutant yeast growth, toxicity;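 each compound tested once at 25 µM; zero equals untreated control growth and 100 equals blank medium absorbance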
* = called active by the depositor; x = not tested or not shown.

SMILES,eIF2B yeast act,eIF2B yeast act mutant toxicity,Yeast growth tox,Yeast growth tox inhibition %
COc1ccccc1C1(CC(=O)O)CCOC(C(C)C)C1 (centres undefined),12,-4,19,-4
Cc1cc(C(F)(F)F)nn1Cc1ccc(C(=O)NCc2ccco2)o1,-2,x,6,0
CNC(=O)COc1ccc(-c2nn(C)c(=O)c3ccccc23)cc1,x,x,11,15
CCc1cc2c(=O)c(-c3nc4ccccc4n3C)coc2c(CN2CCN(C)CC2)c1O,1,x,2,0
O=C(O)C1CCN(S(=O)(=O)c2ccc(Oc3ccccc3)cc2)CC1,12,-3,5,-3
CCOC1(C(F)(F)F)NC(=O)N(Cc2ccc(OC)cc2)C1=O (centres undefined),-1,23,5,23
CCCCOc1ccccc1C1CC(=O)NC2=C1C(=O)CCC2 (centres undefined),27,5,7,5
CCOC(=O)N1CCC(Nc2c(NCCCN3CCN(c4ccc(OC)cc4)CC3)c(=O)c2=O)CC1,7,x,5,0
Cc1cccc(NC(=O)c2c(C)cc(=O)oc2C)n1,13,7,14,7
CC(=O)NC(Cc1ccccc1)C(=O)NC1CCN(C(=O)NC2CCCCC2)CC1 (centres undefined),-23,7,9,7
CC(C)c1c(O)nc(SCC(=O)N2CCOCC2)[nH]c1=O,2,19,23,19
CC(C)CSc1nnc2c(n1)[nH]c1ccccc12,12,11,5,11
O=C(c1cccc(N2C(=O)C3C4C=CC(C4)C3C2=O)c1)N1CCCCCC1 (centres undefined),x,x,2,-5
COc1ccc(C)cc1NC(=O)CSc1nnc(-c2ccc(Br)cc2)o1,21,7,-1,7
CCOc1cccc(NC(=O)CSc2nncn2N)c1,-25,7,2,7

Full records, quoted from the list. Values in the order: eIF2B yeast act	eIF2B yeast act mutant toxicity	Yeast growth tox	Yeast growth tox inhibition %
Profile of CCOC1(C(F)(F)F)NC(=O)N(Cc2ccc(OC)cc2)C1=O (centres undefined) → -1	23	5	23
Profile of COc1ccccc1C1(CC(=O)O)CCOC(C(C)C)C1 (centres undefined) → 12	-4	19	-4

The list continues:
SMILES,eIF2B yeast act,eIF2B yeast act mutant toxicity,Yeast growth tox,Yeast growth tox inhibition %
c1ccc2c(COn3nnc4ccccc43)cccc2c1,x,x,18,26
CCOc1ccc(-c2nnn(CC(=O)NCc3ccc(F)cc3)n2)cc1OCC,27,-6,-7,-6
CC1Oc2ccccc2N(Cc2ccccc2Cl)C1=O (centres undefined),34,-3,9,-3
O=C(CN1CCCCC1)Nc1ccc(S(=O)(=O)N2CCOCC2)cc1,22,29,17,29
COc1cccc2c(=O)c(C/C=C(/C)Cl)c(C)[nH]c12,24,x,-21,0
CC1(C)CC(=O)C2=C(C1)NCN(Cc1ccccc1)C2,-31,x,4,0
CC(C)(O)C#Cc1ccc(C(=O)N2CCCC2C(=O)O)s1 (centres undefined),x,x,-4,-6
O=C(Nc1ccccc1)N1CCCCC1c1cccnc1 (centres undefined),29,8,-6,8
Cc1ccc(-c2nn3c(C)nnc3c3ccccc23)cc1S(=O)(=O)N(C)CCO,19,-10,20,-10
CCOC(=O)c1c(C)c(C(=O)NCC2CCCO2)c(C)n1C (centres undefined),-12,5,-5,5
C=CCn1c(SCC(=O)O)nnc1-c1ccc(C(C)(C)C)cc1,15,12,14,12
CCOC(=O)Cn1nnc(-c2ccc(OCC(C)C)cc2)n1,0,5,-7,5
C=CC[N+](C)(C)C/C(Cl)=C(\Cl)c1ccccc1,x,x,-11,8
O=C(CCN1C(=O)C2C3C=CC(C3)C2C1=O)NCCc1ccccc1 (centres undefined),-8,29,5,29
CCC1c2ccc(C)n2CCN1C(=O)Nc1ccc(F)cc1 (centres undefined),19,7,7,7
c1ccc2c(c1)[nH]c1c(NCC3CCCO3)ncnc12 (centres undefined),-4,7,-11,7
Cc1nn(-c2ccccn2)c2c1-c1nc(N)ncc1CC2,18,x,x,x
CCOC(=O)Nc1nnc(-c2ccc(OC)cc2)s1,25,16,12,16
Oc1ccc(CN2CCCCC2)nc1-c1ccccc1,21,8,24,8
CC(C)(C)c1ccc(COn2c(=O)c(-c3ccco3)[n+]([O-])c3ccccc32)cc1,x,x,-3,0
CN(C)S(=O)(=O)c1ccc(C(=O)N2CCOCC2)cc1,17,12,13,12
Cc1c(C(=O)CN2CCOCC2)[nH]c2ccccc12,17,19,30,19
COCCCNC(=O)c1ccc(Cn2c(=O)c3ccccc3n(Cc3ccc(C)cc3)c2=O)cc1,-7,-3,0,-3
Nc1nnc(-c2cc3ccccc3oc2=O)s1,1,x,x,x
CCC(C)NC(=O)CCCc1ccccc1 (centres undefined),8,-2,2,-2
CCCc1[nH]nc2c1C(c1cn[nH]c1-c1ccc(F)cc1)C(C#N)=C(N)O2 (centres undefined),-29,-26,14,-26
Cc1cc(C)c(NC(=O)COc2ccccc2C(=O)Nc2ccc3c(c2)oc2ccccc23)c(C)c1,-55,-22,-4,-22
CCOc1ccc(NC(=O)CSc2nnc(C)n2CCCOC)cc1,6,4,4,4
CCOC(=O)Cn1nc(-c2ccccc2)c2ccccc2c1=O,x,x,1,10
CN(CC(=O)N1CC(=O)N(CCc2ccccc2)C(=O)C1)S(=O)(=O)c1cccc2nsnc12,21,14,16,14
COC(=O)C1=CN(C(C)C)C=C(C(=O)OC)C1c1cc(Br)c(OC)c(OC)c1,10,9,-12,9
COC(=O)c1nn(-c2ccc3c(c2)OCO3)cc1O,26,-10,-24,-10
C/C(Cl)=C/Cn1c(SCCN2CCOCC2)nc2c1c(=O)[nH]c(=O)n2C,-2,25,10,25
Cn1c2ccc(F)cc2c2ncn(Cc3ccco3)c(=O)c21,4,-33,2,-33
COc1ccccc1CN1CCSCC1,14,19,28,19
Cc1ccccc1NC(=O)Cc1cn(C)c2ccccc12,x,x,2,10
C=CCNC(=O)C(C#N)c1nc2ccccc2nc1N1CCCCCC1 (centres undefined),17,8,-3,8
CCCCCCNc1nc(NCc2ccco2)nc(OCC)n1,16,8,12,8
COC(=O)CNC(=O)CN1C(=O)N(c2ccc(Cl)cc2)C(N(O)C(=O)Nc2ccc(Cl)cc2)C1(C)C (centres undefined),x,x,5,9
COc1ccc(C=NCC2COc3ccccc3O2)cc1OC (centres undefined),22,19,2,19
CCOC(=O)C1=NN(c2ccc(F)cc2)C2=NC(C)=C(C(=O)OC)C(c3cccs3)N12 (centres undefined),13,x,-19,0
Cc1c(C(=O)N2CCCCC2)sc(NC(=O)C(C)C)c1C#N,11,-12,3,-12
COC(=O)Sc1nc(N2CCOCC2)c2c(c1C#N)CC(C)(C)OC2,36,4,8,4
COc1cc(CC(NC(C)=O)C(=O)NC2CCN(c3nc(C)cc(C)c3C#N)CC2)cc(OC)c1 (centres undefined),16,-32,-34,-32
CCO/C=C1/C(=O)N(CC)c2ccccc21,21,5,28,5

The closing 3 entries of the section before come first, to join the parts:
SMILES,eIF2B yeast act,eIF2B yeast act mutant toxicity,Yeast growth tox,Yeast growth tox inhibition %
COC(=O)Sc1nc(N2CCOCC2)c2c(c1C#N)CC(C)(C)OC2,36,4,8,4
COc1cc(CC(NC(C)=O)C(=O)NC2CCN(c3nc(C)cc(C)c3C#N)CC2)cc(OC)c1 (centres undefined),16,-32,-34,-32
CCO/C=C1/C(=O)N(CC)c2ccccc21,21,5,28,5
CC(=O)NCC(=O)OCC(=O)c1ccc(C)c(C)c1,25,7,13,7
CC(=O)c1c(C)oc2ccc(O)c(CN3CCOCC3)c12,15,7,0,7
C=CCn1c(SCc2nc3ccccc3[nH]2)nnc1-c1ccc(OC)cc1,-40,x,-10,0
O=C(NCc1ccco1)c1ccc(N2CCCC2=O)cc1,18,-5,-18,-5
O=C(c1cc2ccccc2oc1=O)N(Cc1ccccc1)CC1CCCO1 (centres undefined),19,-6,-8,-6
COc1cccc(NC(=O)CSc2nnc(-c3cccc(OC(C)C)c3)n2N)c1,18,20,14,20
O=C(CN(Cc1cccs1)C(=O)CNS(=O)(=O)c1ccc(F)cc1)NCc1ccco1,x,x,-15,-21
CN(C)CCNc1ncnc2ccccc12,10,7,8,7
CCCCn1nnnc1NCc1cccs1,3,x,x,x
CCOC(=O)C1CCN(C(=O)CSc2ccc(Cl)cc2)CC1,29,-10,-12,-10
CCN(CCO)C(=O)C12CCC(C)(C(=O)C1)C2(C)C (centres undefined),18,x,3,0
COc1ccccc1NC(=O)CC1COc2ccccc2O1 (centres undefined),12,-14,31,-14
CN(C)c1ccc(/C(=N\O)C(F)(F)F)cc1,24,x,22,0
c1ccc(Cc2nnc(-c3ccccc3)o2)cc1,14,-18,15,-18
COc1cc(/C=N\Nc2nc3ccccc3o2)cc(OC)c1OC,45,-29,-42,-29

(further entries)
mol	eIF2B yeast act	eIF2B yeast act mutant toxicity	Yeast growth tox	Yeast growth tox inhibition %
Cc1ccc(C(=O)N(CN2CCCC2=O)c2ccccc2)cc1C	19	19	10	19
CC(=O)c1cccc(N(CC(=O)Nc2cccnc2)S(C)(=O)=O)c1	17	5	18	5
C=CCSc1n[nH]c(-c2ccccc2)n1	x	x	8	8
Cc1ccc(C(=O)CC(=O)c2cc(Cl)ccc2O)cc1	x	x	10	19
C=CCSc1ncccc1C(=O)O	11	-8	10	-8
CCn1nnnc1SCC(=O)Nc1sc(C)c(C)c1C#N	5	x	-5	0
O=c1[nH]c2cc3c(cc2cc1CN(CC1CCCO1)S(=O)(=O)c1ccc(Cl)cc1)OCCO3 (centres undefined)	16	-24	-1	-24
COc1ccc(CCN2C(=O)CC(Sc3ncccc3C(=O)O)C2=O)cc1OC (centres undefined)	-3	12	2	12
O=C(CCCCCn1c(=S)[nH]c2ccc(Br)cc2c1=O)NCC1CCCO1 (centres undefined)	4	-6	-12	-6
CCN1CCN(C(=O)c2ccccc2N(Cc2ccccc2)S(=O)(=O)c2ccc(C)cc2)CC1	15	8	8	8
Cc1ccc(-n2nc(C)c(NS(=O)(=O)c3ccccc3)c2C)cc1C	14	8	10	8
COc1ccc(OC)c(C2NC(=O)c3sc(=S)n(-c4ccccc4)c3N2)c1 (centres undefined)	-9	-21	-7	-21
CCOCC(=O)Nc1nnc(COCC)s1	17	x	x	x
CC(C)OC(=O)CSc1nnc(CNc2cccc(Cl)c2)n1C	14	-5	21	-5
CCN=C1SC(C(=O)Nc2cccc(OCC)c2)CC(=O)N1CC (centres undefined)	30	-6	6	-6
Cc1cc(=O)[nH]c2n[nH]c(-c3ccccc3)c12	18	16	1	16
c1ccc2c(-c3nnc(SCc4cn5ccccc5n4)o3)c[nH]c2c1	11	21	14	21
CCc1nnc(NC(=O)CSc2nnc(COc3ccccc3C)o2)s1	40	-9	-18	-9
CCOc1ccc(S(=O)(=O)N2CCC(C(N)=O)CC2)c2ccccc12	32	-35	-6	-35
CCCC(=O)Nc1ccc(C(=O)n2nnc3ccccc32)cc1	21	-18	-5	-18
c1csc(Cc2nn3c(-c4ccncc4)nnc3s2)c1	26	-7	26	-7
O=C(Nc1ccc(N2CCN(C(=O)c3ccccc3)CC2)c(Cl)c1)c1ccco1	11	7	19	7
COc1ccc(Cl)c(Cn2c(NCC(C)O)nc3c2c(=O)n(C)c(=O)n3C)c1 (centres undefined)	-7	x	-23	0
CCCc1nnc(NC(=O)Cn2c(=O)sc3ccccc32)s1	14	19	23	19
CCOc1ccc(C)cc1S(=O)(=O)N1CCCCC1	25	-6	15	-6
CCOc1ccccc1NC(=O)C1CCCN(S(=O)(=O)c2ccc(OC)c(C)c2)C1 (centres undefined)	7	-11	4	-11
O=C(CSc1ncn(-c2ccccc2)n1)Nc1nccs1	x	x	-1	-12
CCOC(=O)N1CCN(c2cc(NCCC(=O)O)c3c4c(onc24)-c2ccccc2C3=O)CC1	43	-52	7	-52
O=C(Nc1ccc(Cl)c(Cl)c1)N1CCSC1c1ccco1 (centres undefined)	15	2	6	2
Cc1nc2cc(NCc3nc4ccccc4n3Cc3ccccc3)ccc2n1C	21	-27	-11	-27
Cc1ccc2cc3cc(C(=O)NCCC(C)C)oc3nc2c1	32	-25	-5	-25
CCCCc1c(O)nc(SCC(=O)NCCc2ccc(OC)c(OC)c2)[nH]c1=O	-15	4	-9	4

This is a subset. The share of hits here may be higher or lower than overall.
